Source: PubChem BioAssay (Fisher Drug Discovery Resource Center)
hcGAS inh = Primary biochemical luminescence assay for human cyclic GMP-AMP synthase inhibitors; recombinant h-cGAS, ATP depletion, Kinase-Glo luminescence; inhibition, % at 12.5 µM; 290,000 tested, 0.081% active; AID 1259398, 2018;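 further: 0% = vehicle reaction and 100% = reaction without DNA for no activity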
Target sequence (Q8N884 whole entry, looked up): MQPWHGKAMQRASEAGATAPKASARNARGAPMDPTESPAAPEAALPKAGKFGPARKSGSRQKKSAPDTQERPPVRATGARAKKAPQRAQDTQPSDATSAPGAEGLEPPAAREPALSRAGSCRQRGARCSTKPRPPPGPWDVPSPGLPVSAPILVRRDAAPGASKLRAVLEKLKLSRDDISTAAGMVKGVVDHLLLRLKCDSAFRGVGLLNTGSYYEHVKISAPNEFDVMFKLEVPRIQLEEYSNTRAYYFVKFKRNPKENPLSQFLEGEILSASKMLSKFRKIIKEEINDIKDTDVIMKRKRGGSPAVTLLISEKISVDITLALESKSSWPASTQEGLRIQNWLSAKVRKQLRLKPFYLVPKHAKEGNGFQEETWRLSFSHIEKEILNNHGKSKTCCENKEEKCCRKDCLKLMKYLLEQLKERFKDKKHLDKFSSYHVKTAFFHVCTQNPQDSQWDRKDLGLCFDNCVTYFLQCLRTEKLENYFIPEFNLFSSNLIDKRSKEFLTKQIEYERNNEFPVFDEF
NPYLR7 agonist = agonists of mosquito NPYLR7 receptor, primary screen, cell-based, Aedes aegypti, calcium fluorescence, mosquito biting behavior | 270,000 tested, 0.15% active | HEK293T NPYLR7/Galpha15, GCaMP6s calcium fluorescence | AID 1259423, 2018 | activation, % at 10 µM | Aedes aegypti neuropeptide Y-like receptor 7 (NPYLR7); in the data active means activation above about 40%;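 further: 0% = vehicle and 100% = reference agonist at the receptor; some compounds past the cut are filed as inactive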
mcGAS lum = cyclic GMP-AMP synthase inhibitors, mouse, primary biochemical chemiluminescence | Q8C6L5 | recombinant cGAS, Kinase-Glo ATP depletion luminescence | inhibition, % at 12.5 µM | 160,000 tested, 0.15% active;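 further: 0% = negative control wells and 100% = reference inhibitor with no enzyme activity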
Starred values were filed as active, the others as inactive; / = no result given; & = joins results of further samples. Unless noted, no stated cut-off is given here; in the data, active means inhibition above about 40%; inactive means the rest.

Order of results – hcGAS inh	NPYLR7 agonist	mcGAS lum
OC(c1ccccc1)(c1ccccc1)C1CCCN1 (configuration not stated)
 : -16	1	/
CN1CCN2CCN(C(=O)Cc3ccc(O)cc3)CC2C1=O (configuration not stated)
 : 2	7	-7
CC(Cc1ccc(O)cc1)N(C)CC(=O)Nc1ccccc1Cl (configuration not stated)
 : -8	2	/
O=C1NC(=O)C(=Cc2ccc(O)cc2)C(=O)N1
 : -9	-3	-5
Cc1oc(-c2ccc(F)cc2)nc1CN1C[C@@H]2C[C@@H](C1)c1cccc(=O)n1C2
 : -10	2	/
CCOCCOCc1cccc(NC(=O)N2CCC3(CC2)OCCO3)c1
 : -9	-12	/
COc1ccc(C2=CCN(C(C)c3c(F)cccc3F)CC2)cc1 (configuration not stated)
 : -5	-1	-18
CN(C)CCc1ccc(O)cc1
 : -6	0	-6
O=c1c(-c2cccnc2)ccc2n1C[C@H]1C[C@@H]2CN(Cc2cccs2)C1
 : -2	-9	-8
COc1ncc(-c2nccn2CCc2cnc[nH]2)cn1
 : -5	2	-12
COCCC(=O)N1C[C@@H]2C[C@H](C1)c1ccc(NC(=O)CN(C)C)c(=O)n1C2
 : 5	-6	1
CN1CC2([N+](=O)[O-])C=CC(=O)C([N+](=O)[O-])(C1)C2 (configuration not stated)
 : -6	1	/
CC(N)Cc1ccccc1S(=O)c1ccccc1 (configuration not stated)
 : -4	4	/
Cc1c(NP(=S)(C(C)(C)C)C(C)(C)C)c(=O)n(-c2ccccc2)n1C
 : -4	3	-6
COCC(C)NC(=O)c1nn(Cc2ccc(C(=O)N(C)Cc3ccccc3)cc2)c2ccccc12 (configuration not stated)
 : -6	15	-4
COc1cc(OC)c(OC)cc1CNCCc1cccc(F)c1
 : -2	-10	/
CN1CC(=O)N(Cc2ccc(Cn3nc(C(=O)Nc4nncs4)c4ccccc43)cc2)c2ccccc2C1=O
 : -2	-4	0
CN1C(=O)C(=Cc2ccc(Cl)cc2Cl)C(=O)N(C)C1=O
 : -5	-2	-8
O=C(Cc1ccc2c(c1)OCO2)N1CCN(Cc2cccc(-c3noc(-c4cccnc4)n3)c2)CC1
 : -6	5	-9
CC(Cc1ccccn1)N(C)Cc1cccc(C(=O)Nc2cn(C)nn2)c1 (configuration not stated)
 : -6	2	/
Cc1c[nH]c(CN2CCCC3(C2)CN(C)C(=O)O3)c(C)c1=O (configuration not stated)
 : -5	1	/
Cc1cc(C)cc(CC(C)NC(=O)CCn2ccccc2=O)c1 (configuration not stated)
 : -4	10	/
COc1cc(CN2CCCC(C(=O)c3sccc3C)C2)cc2c1OCO2 (configuration not stated)
 : -9	19	/
c1ccc2c(c1)CCCC2C1CCCN1 (configuration not stated)
 : -4	13	/
Cc1cccc(-n2nc(C(C)(C)C)c3c2N(CC(=O)N2CCCC2)C(=O)CSC3c2cccc(Cl)c2)c1C (configuration not stated)
 : -2	9	-2
Cc1cccc(-n2nc(-c3ccccc3)c3c2N(CC(=O)N2CCCC2)C(=O)CSC3c2ccccc2Cl)c1C (configuration not stated)
 : -3	25	-5
C=C[C@H]1CN2CC[C@H]1C[C@@H]2CNS(=O)(=O)CCC
 : -4	-10	-5
C[C@]12Cc3cn4c(nc3C=C1CCC1C2CC[C@@]2(C)[C@H]1CC[C@@]2(O)C#N)nc1ccccc14 (some centres not stated)
 : -3	-2	-3
O=C(Cc1ccccc1)N1CCN(CC(OCc2ccc(C(F)(F)F)cc2)c2ccc(Cl)cc2)CC1 (configuration not stated)
 : -8	/	-6
Cc1ccc(CC2(N)CC2)cc1
 : -4	0	-1
O=C(CC[N+](=O)[O-])OC[C@H]1O[C@@H](O)[C@H](OC(=O)CC[N+](=O)[O-])[C@@H](OC(=O)CC[N+](=O)[O-])[C@@H]1OC(=O)CC[N+](=O)[O-]
 : -6	-8	-4
CN1C(=O)C2(CCN(Cc3cccnc3N)CC2)c2ccccc21
 : -2	-2	/
CC(=O)O[C@@H]1C[C@@]2(C)C(c3ccoc3)C[C@H]3O[C@]32[C@]2(C)C(=O)C(O)=C3C(C)(C)C(=O)C=C[C@]3(C)C12 (some centres not stated)
 : 1	4	-2
CO[C@H]1CC[C@@]2(OC)CCN(CCn3c(=O)cc(C)[nH]c3=O)[C@H]2C1
 : 2	/	-1
CN(C(=O)Cc1ccc(Cl)c(Cl)c1)[C@H](CN1CCCC1)c1ccccc1
 : -5	-12	/
CCN1CCN(C(=O)Cc2ccc(NC(=O)c3cncc(Br)c3)cc2)CC1
 : -10	5	/
COP(=S)(C1=C(N2CCOCC2)C(=Cc2ccccc2)CCC1)c1ccccc1 (configuration not stated)
 : -1	0	/
Cc1cccnc1NC(=O)c1cccn(Cc2cccc(Cl)c2)c1=O
 : -12	15	/
CC(C(=O)N1CCOCC1)N1CC=C(c2c[nH]c3ccccc23)CC1 (configuration not stated)
 : -4	5	-7
O=C(NC1CC1)c1ccnc(N2CCC3(CC2)NCCNC3=O)c1
 : -13	12	/

Single records (already shown). Values in the order: hcGAS inh, NPYLR7 agonist, mcGAS lum
`Cc1c[nH]c(CN2CCCC3(C2)CN(C)C(=O)O3)c(C)c1=O` (configuration not stated) in the list: -5, 1, /
`Cc1cccnc1NC(=O)c1cccn(Cc2cccc(Cl)c2)c1=O` in the list: -12, 15, /

(list continues)
smiles | hcGAS inh | NPYLR7 agonist | mcGAS lum
COc1ccc2c(c1)c(C(=O)N(C)C(C)c1nccs1)c(C)n2C (configuration not stated) | -10 | / | -12
CSc1cccc(CNC(=O)c2cn(C3CCCCC3)nn2)c1 | -5 | 2 | -10
O=P(C=C(Cl)c1ccccc1)(C=C(Cl)c1ccccc1)Nc1ccccc1F | -3 | 1 | /
CC(C)=CCCC1(C)C=Cc2c(O)c3c(c(CC=C(C)C)c2O1)OC12C(=CC4CC1C(C)(C)OC2(C/C=C(/C)C(=O)O)C4=O)C3=O (configuration not stated) | -5 | 6 | /
COC(=O)/C(C)=C\CC12OC(C)(C)C3CC(C=C4C(=O)c5c(OC)c6c(c(CC=C(C)C)c5OC431)OC(C)(CCC=C(C)C)C=C6)C2=O (configuration not stated) | -7 | -3 | /
CCCC12CNCC(C)(CNC1)C2=O | 2 | -1 | /
c1cc2c(s1)C1CCCCC1OC21CN2CCC1CC2 (configuration not stated) | 1 | -6 | /
Cc1ccc2[nH]cc(CN3CC[C@@]4(O)CCCC[C@H]4C3)c2c1 | 1 | 12 | /
O=P(Nc1ccc(F)cc1)(OCC(F)(F)F)OCC(F)(F)F | -4 | 26 | /
C=CCN1C(=O)C2(c3ccccc31)c1c(cc(C)n(C)c1=O)OC(=N)C2C(=O)OCC (configuration not stated) | -2 | 0 | -6
O=[N+]([O-])c1cc(S(=O)(=O)N2CCN(CCOC(c3ccccc3)c3ccc(F)c(F)c3)CC2)ccc1Cl (configuration not stated) | -2 | 22 | -8
CNC(C)Cc1c2c(cc3c1CCC3)CCC2 (configuration not stated) | -6 | 1 | /
C=CCN1CC[C@]23CCCCC2[C@H]1Cc1ccc(O)cc13 (some centres not stated) | -4 | 2 | -4
Cc1nc(C(C)C)ncc1C(=O)N1CCC2(CC1)NCCNC2=O | 0 | -17 | /
COc1ccc2c(c1O)-c1c(OC)c(OC)cc3c1[C@H](C2)N(C)CC3 | -8&0 | -3 | 0
COCCN1CCCC2(CCN(C(=O)Cc3cccnc3)C2)C1 (configuration not stated) | -6 | 13 | /
C=CCSCC(=O)N1CCN2CCNC(=O)C2C1 (configuration not stated) | -4 | 3 | -18
CC(=O)c1ccc(NC(=O)c2cccn(Cc3c(F)cccc3Cl)c2=O)cc1 | -14 | 14 | /
COc1ccc2c(c1OC)C(=O)O[C@H]2[C@@H]1c2cc3c(cc2CCN1C)OCO3 | -4 | 0 | -3
Cc1ccc(CN2CCC(C#N)(c3ccccc3)CC2)c2ccccc12 | -6 | -4 | -2
COc1ccc2c(c1)c(C(=O)N1CCN(C(=O)C3CCCO3)CC1)nn2Cc1ccc(OCc2ccccc2)cc1 (configuration not stated) | -6 | 8 | -6
CC(C)c1ncc(C(=O)N2CCN3CCN(C)C(=O)C3C2)c(=O)[nH]1 (configuration not stated) | -5 | 0 | -7
COCc1nc(-c2cccc(CN3CCN(C(=O)COc4ccc(F)cc4)CC3)c2)no1 | -3 | 2 | -3
CS(=O)(=O)c1ccc(CN2CCN(CCOC(c3ccc(Cl)cc3)c3ccc(Cl)cc3)CC2)cc1 | -4 | 23 | -8
COc1ccc(OC)c(C2SCC(=O)N(CC(=O)O)c3c2c(-c2ccccc2)nn3C(C)(C)C)c1 (configuration not stated) | 0 | -4 | -4
Cc1ccc(-c2cn3c(CC(=O)N4CCN(Cc5ccccc5)CC4)csc3n2)cc1 | -6 | 1 | -8
CCCNC(=O)CN1C(=O)CSC(c2cccc(F)c2)c2c(-c3ccccc3)nn(-c3ccccc3Cl)c21 (configuration not stated) | -1 | -3 | 0
CCOC(=O)[C@@H]1CN2CCN(C(=O)Cc3cccc(OC)c3)C[C@@H]2[C@H]1c1ccccc1 | -9 | 1 | -6
CO[C@H](C)C(O)(C(=O)OCC1=CCN2CC[C@H](O)[C@@H]12)C(C)C (some centres not stated) | -10 | -4 | -5
CN1C(=CC=C2C(=O)NC(=S)NC2=O)C(C)(C)c2ccccc21 | -17 | 35 | /
CCN1C(=O)C(=C2C=C(C)N(Cc3ccco3)C(C)=C2)C(=O)N(CC)C1=S | -4 | 21 | -4
CC(Cc1cncs1)NC1CCN(c2cccc(NS(=O)(=O)c3ccc(F)cc3)c2)CC1 (configuration not stated) | -9 | 14 | -11
c1ccc(-c2ncc(CN3CCC4(CCNCC4)C3)cn2)cc1 | -4 | -3 | -10
COCc1ccc(C(=O)N2C[C@@H](c3ccccc3)[C@@H]3[C@H]2C2CCN3CC2)o1 | 1 | 1 | /
CC1CN=C(Nc2ccc(Cl)c(Cl)c2)S1 (configuration not stated) | -6 | 6 | -4
COCCn1cncc1CN1CCCC(C(=O)c2ccc(Cl)cc2)C1 (configuration not stated) | -8 | -1 | -10
Cc1cc(C)c(NC(=O)c2cc3cccnc3n(Cc3ccccc3F)c2=O)c(C)c1 | -10 | 13 | /
COC1=Nc2ccccc2C2C(C(=O)C34CC5CC(CC(C5)C3)C4)C12C#N (configuration not stated) | -8 | 1 | -2
CCc1nnc(C(C)N2CCN(C(=O)COc3ccc(Cl)cc3)CC2)o1 (configuration not stated) | 4 | 19 | /
CCOc1ccc(C(=O)Nc2ccc3[nH]cc(CCN(C)C4CCCCC4)c3c2)cc1 | 0 | 22 | -4
CCOC(=O)[C@H]1CN(C(=O)NCc2ccccc2)[C@]2(C)C(=O)N(C)c3ccccc3[C@H]12 | 5 | 12 | -5
CN1CCC2(CC1)CN(C(=O)Cc1nnc(N)s1)CCCN2C | -4 | -3 | -14

Ordered by formula weight (ascending): 6 of the compounds above
smiles | hcGAS inh | NPYLR7 agonist | mcGAS lum
O=C(NC1CC1)c1ccnc(N2CCC3(CC2)NCCNC3=O)c1 | -13 | 12 | /
CC(C(=O)N1CCOCC1)N1CC=C(c2c[nH]c3ccccc23)CC1 (configuration not stated) | -4 | 5 | -7
CCc1nnc(C(C)N2CCN(C(=O)COc3ccc(Cl)cc3)CC2)o1 (configuration not stated) | 4 | 19 | /
CC(=O)c1ccc(NC(=O)c2cccn(Cc3c(F)cccc3Cl)c2=O)cc1 | -14 | 14 | /
Cc1ccc(-c2cn3c(CC(=O)N4CCN(Cc5ccccc5)CC4)csc3n2)cc1 | -6 | 1 | -8
CN1CC(=O)N(Cc2ccc(Cn3nc(C(=O)Nc4nncs4)c4ccccc43)cc2)c2ccccc2C1=O | -2 | -4 | 0

The list is partial. The share of hits here may be higher or lower than overall.
